Screening data: PubChem, The Scripps Research Institute Molecular Screening Center
M1 ag: agonists of human M1 muscarinic receptor | activation, % at 3 µM | CHO-K1 hM1, Fluo-8 calcium fluorescence, agonist mode; 0% DMSO, 100% acetylcholine EC100 | 360,000 tested, 0.33% active;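 active = activation above the run's mean compound activation plus 3 SD, cut at about 16% in these data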;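 also: peak over basal fluorescence ratio within a 140 s kinetic read after compound addition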
OXTR potentiator: human OXTR potentiation | P30559 | CHO-OTR cells, Fluo-8 calcium fluorescence, potentiator mode; 0% = oxytocin EC15, 100% = EC100 | activation, % at 3 µM | 320,000 tested, 0.061% active;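 active = activation above that plate's cutoff, the mean activation of tested compounds plus 3 SD, cut at about 6.6% in these data, passing the limit was not always enough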;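 also: 100% uses oxytocin at 75 nM as the full agonist control; some results filed as inactive read as strong as hits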
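System: human OTR in CHO cells / Also added: sub-maximal oxytocin, roughly EC15 / Control set: EC15 oxytocin low, 75 nM oxytocin high / Schedule: 6 min compound pre-incubation at room temperature, 100 s kinetic read / Compound: single-point 3.0 µM / Replication: singlicate / Technique: Fluo-8 calcium dye fluorescence / Read-out basis: % activation of max/min ratio relative to oxytocin controls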
TAAR1 ag: agonists of human TAAR1 | Q96RJ0 | CHO RD-HGA16 TAAR1, Fluo-8 calcium fluorescence; vehicle wells 0%, saturating PEA agonist 100% | activation, % at 3 µM | 360,000 tested, 0.99% active | AID 624467;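 active = activation above the mean activation of all test compounds in the run plus 3 SD, cut at about 38% in these data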
Target sequence (Q96RJ0 whole entry, looked up): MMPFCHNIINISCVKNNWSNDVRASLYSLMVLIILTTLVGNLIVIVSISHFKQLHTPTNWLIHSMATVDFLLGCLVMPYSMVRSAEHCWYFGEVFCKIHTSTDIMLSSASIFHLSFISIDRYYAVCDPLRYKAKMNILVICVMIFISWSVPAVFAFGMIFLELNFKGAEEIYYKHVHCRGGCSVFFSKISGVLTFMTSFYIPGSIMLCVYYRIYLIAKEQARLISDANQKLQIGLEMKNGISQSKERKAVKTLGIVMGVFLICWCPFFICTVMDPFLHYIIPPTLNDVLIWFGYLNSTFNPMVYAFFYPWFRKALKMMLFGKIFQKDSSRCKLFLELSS
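System: CHO-derived RD-HGA16 cells with stable Gα16 and human TAAR1. Times: 17-24 h plating, Fluo-8 75 min 37 °C, 30 min RT. Measured by: calcium-sensitive Fluo-8 signal, excitation 470-495, emission 515-575 nm. Read-out basis: % activation relative to PEA EC100 response. Control set: DMSO and PEA EC100. Repeats: no replicates (n 1).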
CHO parental Ca: signal in parental CHO cells, OX1R antagonist counter-screen; parental CHO-K1, ATP-induced calcium, Fluo-8 fluorescence; inhibition, % at 5.6 µM; 330,000 tested, 0.63% active;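 active = inhibition above that plate's mean sample inhibition plus 3 SD, cut at about 26% in these data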;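 also: 0% = ATP-challenged DMSO wells and 100% = DMSO wells without ATP; some compounds past the cut are filed as inactive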
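Material: Parental CHO cells | Reagent: ATP | Compound dosing: Single nominal dose of 5.6 µM per compound | Detection: Intracellular calcium via Fluo-8 no-wash fluorescent dye | Read-out: % inhibition of ATP-induced calcium mobilization | Benchmarks: Low control ATP plus DMSO, high control DMSO only | Replicates: Singlicate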
M1 antag: human CHRM1 antagonism; P11229; CHO-K1 hM1, Fluo-8 calcium fluorescence, ACh EC80 antagonist; inhibition, % at 3 µM; 360,000 tested, 1.3% active;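 active = percent inhibition above its own plate's cutoff, namely the mean of that plate's compound wells plus 3 SD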;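 also: peak over basal fluorescence ratio during 140 s after agonist addition; 0% = ACh EC80 plus DMSO and 100% = DMSO alone without agonist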
TAAR1 antag: antagonists of human TAAR1. AID 624466. inhibition, % at 3 µM. CHO RD-HGA16 TAAR1, Fluo-8 calcium fluorescence, antagonist. Q96RJ0. 360,000 tested, 1.5% active;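 active = inhibition above a per-plate cutoff, the mean inhibition of test compounds on that plate plus 3 SD, cut at about 49% in these data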;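 also: 0% = DMSO plus EC80 beta-PEA response and 100% = DMSO alone without agonist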
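Test system: RD-HGA16 CHO cells with stable hTAAR1 and Gα16 / Probe or stimulus: EC80 β-phenethylamine stimulus / Times: seeding 17-24 h prior, 75-min 37 °C, 30-min RT dye loading / Detection: Fluo-8 calcium-sensitive fluorescence / Read-out basis: % inhibition scaled between DMSO and EC80 PEA controls / Repeats: singlicate, one well per test compound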
OXTR agonist: activates the human oxytocin receptor; P30559; CHO-OTR cells, Fluo-8 calcium fluorescence; normalized: DMSO 0%, oxytocin 100%; activation, % at 3 µM; 320,000 tested, 0.32% active; AID 2435;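 active = activation above the mean of all tested compounds plus 3 SD, cutoff set per screening run, cut at about 20% in these data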;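 also: peak over basal fluorescence ratio from a 100 s FLIPR kinetic read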
M1 PAM: human CHRM1 positive allosteric modulation | CHO-K1 hM1, Fluo-8 calcium fluorescence, ACh EC20; 0% = ACh EC20, 100% = maximal ACh | activation, % at 3 µM | 360,000 tested, 0.088% active | AID 588819; in the data active = activation above about 19%, passing the limit was not always enough
V1R ag counter: V1a receptor agonism, counter-screen for OXTR agonists. P37288. CHO-V1R cells, Fluo-8 calcium fluorescence, agonist mode; 0% DMSO, 100% 3 nM vasopressin. activation, % at 3 µM. 320,000 tested, 0.25% active. AID 2797;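 active = activation above the mean activation of all tested compounds plus 3 SD, per screening run, cut at about 20% in these data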;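 also: signal is peak over basal fluorescence ratio across a 100 second FLIPR read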
Target sequence (P37288 whole entry, looked up): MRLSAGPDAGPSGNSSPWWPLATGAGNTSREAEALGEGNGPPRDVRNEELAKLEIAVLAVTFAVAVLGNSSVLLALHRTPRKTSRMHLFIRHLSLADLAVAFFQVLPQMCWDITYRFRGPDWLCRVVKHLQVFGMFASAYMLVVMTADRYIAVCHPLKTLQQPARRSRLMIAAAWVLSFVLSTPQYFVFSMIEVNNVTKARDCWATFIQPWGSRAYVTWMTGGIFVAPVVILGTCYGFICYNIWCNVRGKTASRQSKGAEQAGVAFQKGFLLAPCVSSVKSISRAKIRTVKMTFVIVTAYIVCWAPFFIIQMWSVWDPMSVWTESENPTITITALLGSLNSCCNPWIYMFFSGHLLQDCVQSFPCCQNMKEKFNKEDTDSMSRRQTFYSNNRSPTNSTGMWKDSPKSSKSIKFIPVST
* hit, by the source's call; . = no result given. Compounds as they come; any-hit rate near 3.7%.

SMILES | M1 ag | OXTR potentiator | TAAR1 ag | CHO parental Ca | M1 antag | TAAR1 antag | OXTR agonist | M1 PAM | V1R ag counter
Cc1cccc2[nH]c(SCC(=O)O)nc12 | -6 | -4 | 14 | -4 | 2 | 2 | 1.3 | 4 | 0.6
CCc1nnc(NC(=O)CSc2nc3ccccc3o2)s1 | -4 | -3 | 2 | -4 | -9 | 15 | 0.0 | 9 | 0.0
CN(C)c1cccc(C(=O)Nc2ccc3nc4n(c(=O)c3c2)CCCCC4)c1 | -5 | -6 | 2 | -11 | 22 | 8 | -1.5 | -12 | 0.5
COc1ccc(C2(C)NC(=O)N(CC(=O)Nc3cccnc3Cl)C2=O)cc1 (configuration not stated) | 10 | -3 | 17 | -3 | -7 | -8 | 7.0 | 8 | 4.8
C/C(=N/NC(=O)CN(c1ccccc1)S(=O)(=O)c1ccccc1)c1ccccc1O | -3 | -19 | 1 | 0 | -10 | -4 | -0.7 | -1 | 0.7
COCCNC(=O)c1c(CS(=O)(=O)c2ccccc2)noc1C(=O)NCc1ccccc1 | -4 | -7 | 4 | -15 | -8 | -5 | -0.1 | 6 | 0.4
O=C(Cn1cnc2c(NCc3ccccc3)ncnc21)NCc1ccc2[nH]ccc2c1 | 0 | . | 4 | 2 | 7 | -12 | . | 0 | .
COC(=O)Nc1nnc(CCc2ccccc2)s1 | -4 | -11 | 7 | 2 | -7 | 4 | 2.5 | 6 | 2.0
COc1ccccc1C(=O)Nc1ccc2oc(-c3ccc(F)cc3)nc2c1 | -3 | 1 | 8 | -14 | -9 | -5 | 0.6 | 13 | 0.3
COc1cccc(N=CC=C2OC(C)(C)C(C)(C)O2)c1 | -5 | -5 | 20 | -18 | 11 | 41 | 0.4 | -8 | 7.9
N#CC(c1ccc(Cl)nn1)c1ccc(Cl)cc1Cl (configuration not stated) | -2 | -8 | -3 | -16 | -5 | 6 | -0.4 | 7 | 0.0
O=[N+]([O-])c1ccc2[nH]c3nc4ccccc4nc3c2c1 | -2 | -10 | 2 | -2 | 13 | -5 | -0.3 | -6 | 0.7
CCC(C)c1ccc2oc(-c3ccc(NC(=O)Cn4cnc5c(=O)n(C)c(=O)n(C)c54)cc3)nc2c1 (configuration not stated) | -4 | 0 | 3 | -1 | -8 | 1 | 1.5 | 9 | 1.4
CCCn1c(N)c(C(=O)CN(C)CC(=O)Nc2c(Cl)cccc2Cl)c(=O)[nH]c1=O | -4 | 0 | 1 | -6 | -8 | -2 | 1.0 | 8 | 0.5
CCCSc1nnc(Nc2ccccc2C)s1 | -4 | 1 | 5 | -15 | 16 | 12 | -2.5 | -4 | -1.7
CC(C)C1N(C(=O)CN2CCCC2)CCN1S(=O)(=O)c1ccccc1 (configuration not stated) | -4 | -17 | -2 | -16 | -8 | 2 | 0.1 | 5 | 0.3
O=c1cc(O)c(-c2ccc(Cl)c(Cl)c2)c(Cl)[nH]1 | -2 | -13 | 0 | 2 | -5 | 17 | 0.0 | 5 | 0.3
Nc1ccc(CCc2ccc(N)cc2)cc1 | -2 | -2 | 2 | -1 | -9 | 2 | 0.8 | 9 | 0.6
Cc1cc(C)c2c(N)c(C(=O)Nc3ncc(C)s3)sc2n1 | -5 | -1 | 12 | -18 | -5 | -10 | -0.4 | 1 | -0.6
O=C(N/N=C1/CCCc2ccccc21)C(c1ccccc1)c1ccccc1 | 1 | 0 | 11 | -10 | -6 | -8 | -1.5 | 4 | -1.0
O=C(NCCCc1ccccc1)c1cccc(NC(=O)C2CC2)c1 | -1 | . | 3 | . | 0 | -23 | . | -2 | .
O=C(CCS(=O)(=O)c1ccccc1)Nc1ccccc1N1CCOCC1 | -3 | -4 | 8 | -15 | -22 | -22 | 0.5 | 14 | 0.2
O=C(CSc1ncn[nH]1)N1N=C2/C(=C\c3ccco3)CCCC2C1c1ccco1 (configuration not stated) | 2 | . | 0 | . | -11 | -26 | . | 13 | .
O=C(Cc1cccs1)N/N=C\c1ccc([N+](=O)[O-])s1 | -3 | -19 | 14 | -12 | -1 | -3 | 1.4 | 5 | 1.3
C=C(C)Cn1c(-c2cccs2)n[nH]c1=S | -4 | -7 | 1 | -1 | 15 | -4 | -0.5 | -3 | 1.2
(next part)
SMILES | M1 ag | OXTR potentiator | TAAR1 ag | CHO parental Ca | M1 antag | TAAR1 antag | OXTR agonist | M1 PAM | V1R ag counter
COc1ccc(OCC(=O)Nc2ccccc2C(=O)N2CCCC2)cc1 | -3 | -7 | 13 | -23 | -1 | 15 | -1.2 | -1 | 0.2
O=C(Nn1c(-c2ccccc2)nc2ccccc2c1=O)c1cccs1 | -1 | -4 | 0 | -11 | -12 | 11 | 2.2 | 6 | 0.3
COc1ccc(CN2CC(COCc3ccccc3)Oc3ccccc3S2(=O)=O)cc1 (configuration not stated) | -4 | . | 2 | -7 | 2 | 40 | . | -4 | .
O=S(=O)(N(Cc1ccccc1)[C@H](CO)Cc1ccccc1)N(Cc1ccccc1)[C@H](CO)Cc1ccccc1 | -6 | -11 | 14 | -14 | -3 | 9 | 7.0 | 8 | 1.5
COCCNC(=O)COC(=O)/C=C/c1c(C)nn(Cc2ccc(Cl)cc2Cl)c1Cl | 2 | -28 | 21 | -7 | 13 | 24 | 14 | -7 | 13
CC1(C)CC(=O)C2=C(C1)OC1=C(C(=O)CC(C)(C)C1)C2c1ccccc1Cl | -2 | . | 1 | . | 5 | -18 | . | -4 | .
CCOC(=O)c1nn(-c2ccccc2)c2nc(Nc3ccccc3)cc(=O)n12 | -3 | -22 | 5 | -16 | -12 | 12 | 2.3 | 12 | 1.0
CS(=O)(=O)N(CC(=O)N1CCCCC1)Cc1ccc(Cl)cc1 | -6 | 2 | 1 | -7 | -8 | 11 | 3.0 | 11 | 1.3
Cc1nc(NC(=O)CN2CCC(O)(c3ccc(F)cc3)CC2)sc1C | -3 | 2 | 1 | -12 | -25 | -13 | 0.2 | 2 | 0.1
CCOC(=O)c1c(C)nsc1NC(=O)C1(C)CCN1C(=O)CC (configuration not stated) | -3 | . | 0 | . | -10 | -7 | . | 5 | .
COC(=O)c1sccc1NC(=S)Nc1ccc(C)cc1 | -3 | -7 | -1 | -15 | 17 | -37 | -1.4 | -6 | 0.0
Cn1cccc1/C=C(/C#N)c1ccc(F)cc1 | -7 | -11 | -3 | 14 | -7 | 27 | -2.4 | 3 | -0.1
CCOC(=O)C1CCN(C(=O)CSCCSCC(=O)N2CCC(C(=O)OCC)CC2)CC1 | -3 | -21 | 6 | -17 | 5 | 9 | -0.1 | -2 | 1.4
O=S(=O)(Oc1ccc(Cl)cc1)c1cccc2cccnc12 | -3 | -1 | -3 | 6 | 0 | -27 | -1.8 | 6 | -2.0
CC(=O)NCCc1ccc(C(=O)COC(=O)c2cccs2)cc1 | -2 | . | 1 | . | 14 | -19 | . | -7 | .
CCC(=O)NNc1nc2c(C)cc(C)cc2s1 | -7 | -4 | 1 | -8 | -13 | -23 | -0.5 | 13 | -0.2
COc1ccc(CC(=O)NC2CC(C)(C)NC(C)(C)C2)cc1OC | 0 | -19 | 4 | -7 | 2 | -2 | 7.2 | 6 | 0.2
CC(c1ccccc1)n1cc(C(=O)NCc2ccncc2)nn1 (configuration not stated) | -4 | 0 | 17 | -8 | -18 | -1 | 2.4 | 5 | 0.7
Cc1cccc(OCC(=O)NCC(=O)N/N=C/c2cccnc2)c1 | -3 | -10 | 13 | -13 | -2 | 0 | 0.2 | 0 | -0.3
COc1cn(-c2ccccc2)nc1C(=O)NCc1ccc(C)cc1 | -5 | -11 | -4 | -23 | -16 | 3 | -1.7 | 8 | -0.6
NNC(=O)c1ccc(N2CCc3ccccc32)c([N+](=O)[O-])c1 | -4 | -6 | -1 | -14 | 3 | 55* | 1.3 | 2 | 0.1
CC(=O)Oc1ccc(N2C(=O)C3C(C2=O)C2(C)C=CC3(C)O2)cc1 (configuration not stated) | . | 0 | . | -4 | . | . | 0.0 | . | 0.9
CCc1cccc(NC(=O)Cn2ncn3c(cc4ccccc43)c2=O)c1 | -5 | -1 | 2 | -7 | -5 | -2 | -0.1 | 8 | 0.0
COC(=O)c1nc2n(n1)C(c1ccc(OC)c(OC)c1OC)C1=C(CCCC1=O)N2 (configuration not stated) | -1 | -14 | 5 | 2 | 14 | -6 | 0.3 | -4 | 5.0
Cc1c(N=C2C(=O)Nc3ccccc32)c(=O)n(-c2ccccc2)n1C | -3 | -2 | 3 | 4 | -6 | -6 | 0.7 | 2 | 1.3

Quoted from the listing.
`CC(c1ccccc1)n1cc(C(=O)NCc2ccncc2)nn1` (configuration not stated) in M1 ag = -4
`COc1ccc(OCC(=O)Nc2ccccc2C(=O)N2CCCC2)cc1` in OXTR agonist = -1.2

(listing goes on)
SMILES | M1 ag | OXTR potentiator | TAAR1 ag | CHO parental Ca | M1 antag | TAAR1 antag | OXTR agonist | M1 PAM | V1R ag counter
CC1(C)CC(=O)C2=C(C1)N(c1ccc(F)cc1)C(=O)CC2c1cccnc1 (configuration not stated) | 1 | 3 | 1 | -18 | -7 | 9 | 0.7 | 6 | 0.8
Cc1ccc(N(C(=O)C2COc3ccccc3O2)C(C(=O)NC2CCCCC2)c2cn(C)nc2C)cc1 (configuration not stated) | . | -9 | . | -15 | . | . | -2.1 | . | 0.0
CN(C)c1ccc(/C=C/c2ccc3c4ccccc4ccc3[n+]2-c2ccccc2)cc1 | 2 | . | 10 | . | 64* | 22 | . | -26 | .
CCN(CC(=O)NCc1cccs1)C(=O)c1cc(S(=O)(=O)NCc2ccccc2)ccc1C | -4 | -8 | 1 | -9 | 4 | -25 | -1.1 | 2 | -1.4
COc1ccc(C(=O)NC(C)CCc2ccccc2)cc1 (configuration not stated) | -7 | 6 | -1 | -13 | -9 | 0 | -2.4 | 8 | 0.3
O=C(NCc1ccco1)c1ccccc1O | -3 | . | 1 | . | -16 | -19 | . | 5 | .
CCOC(=O)c1ccc(NC(=O)c2nc[nH]c2C(=O)N(CC)CC)cc1 | 4 | 3 | 2 | 2 | -11 | 6 | -1.6 | 14 | -0.1
CCCc1nnc(NC(=O)CN2CCOCC2)s1 | -1 | -7 | 10 | 4 | -1 | -13 | 4.4 | 7 | 1.9
CCC(=O)c1cc(F)c(N2CCN(C(=O)Cc3ccccc3)CC2)cc1C | 2 | -19 | 11 | 16 | 7 | 25 | 13 | -17 | 7.9
COc1ccc(-n2nnnc2SCC(=O)N2CCCc3ccccc32)cc1OC | -4 | -19 | 4 | -14 | 4 | 7 | 5.2 | -2 | 2.9
